# KB-V1 cytotox = KB-V1 MDR subline cytotoxicity; KB-V1 MDR cells viability, CellTiter-Glo, 72 h; 3.4% of 400,000 active; AID 1347076; Potency, µM (highest dose often 46.1 µM), inactives show top-dose activity change, negative = cytotoxicity, actives largely listed as cytotoxic; note: potency is the fitted concentration of half-maximal effect; % is set by controls: 0 for no effect and ±100 for the full control effect; nearly all actives have a fitted effect of over 60% in size
#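 Following 72 h at 37 degrees C with compound, KB-V1 cell viability was read by CellTiter-Glo luminescence, medium being phenol-red-free DMEM plus 10% FBS; concentration-response parameters came from normalized, curve-fitted qHTS data.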
# WRN inhibitor = WRN helicase (human) inhibition | Q14191 | WRN helicase unwinding, fluorescent forked duplex, kinetic | Potency, µM (doses to about 114 µM), without a hit: at the top dose activity change, negative = inhibition, most hits filed as inhibitors | 0.46% of 360,000 active | AID 651768; note: potency is the fitted concentration of half-maximal effect; % is set by controls: 0 for no effect and ±100 for the full control effect; nearly all actives have a fitted effect of over 55% in size
# Target sequence (Q14191 whole entry, looked up): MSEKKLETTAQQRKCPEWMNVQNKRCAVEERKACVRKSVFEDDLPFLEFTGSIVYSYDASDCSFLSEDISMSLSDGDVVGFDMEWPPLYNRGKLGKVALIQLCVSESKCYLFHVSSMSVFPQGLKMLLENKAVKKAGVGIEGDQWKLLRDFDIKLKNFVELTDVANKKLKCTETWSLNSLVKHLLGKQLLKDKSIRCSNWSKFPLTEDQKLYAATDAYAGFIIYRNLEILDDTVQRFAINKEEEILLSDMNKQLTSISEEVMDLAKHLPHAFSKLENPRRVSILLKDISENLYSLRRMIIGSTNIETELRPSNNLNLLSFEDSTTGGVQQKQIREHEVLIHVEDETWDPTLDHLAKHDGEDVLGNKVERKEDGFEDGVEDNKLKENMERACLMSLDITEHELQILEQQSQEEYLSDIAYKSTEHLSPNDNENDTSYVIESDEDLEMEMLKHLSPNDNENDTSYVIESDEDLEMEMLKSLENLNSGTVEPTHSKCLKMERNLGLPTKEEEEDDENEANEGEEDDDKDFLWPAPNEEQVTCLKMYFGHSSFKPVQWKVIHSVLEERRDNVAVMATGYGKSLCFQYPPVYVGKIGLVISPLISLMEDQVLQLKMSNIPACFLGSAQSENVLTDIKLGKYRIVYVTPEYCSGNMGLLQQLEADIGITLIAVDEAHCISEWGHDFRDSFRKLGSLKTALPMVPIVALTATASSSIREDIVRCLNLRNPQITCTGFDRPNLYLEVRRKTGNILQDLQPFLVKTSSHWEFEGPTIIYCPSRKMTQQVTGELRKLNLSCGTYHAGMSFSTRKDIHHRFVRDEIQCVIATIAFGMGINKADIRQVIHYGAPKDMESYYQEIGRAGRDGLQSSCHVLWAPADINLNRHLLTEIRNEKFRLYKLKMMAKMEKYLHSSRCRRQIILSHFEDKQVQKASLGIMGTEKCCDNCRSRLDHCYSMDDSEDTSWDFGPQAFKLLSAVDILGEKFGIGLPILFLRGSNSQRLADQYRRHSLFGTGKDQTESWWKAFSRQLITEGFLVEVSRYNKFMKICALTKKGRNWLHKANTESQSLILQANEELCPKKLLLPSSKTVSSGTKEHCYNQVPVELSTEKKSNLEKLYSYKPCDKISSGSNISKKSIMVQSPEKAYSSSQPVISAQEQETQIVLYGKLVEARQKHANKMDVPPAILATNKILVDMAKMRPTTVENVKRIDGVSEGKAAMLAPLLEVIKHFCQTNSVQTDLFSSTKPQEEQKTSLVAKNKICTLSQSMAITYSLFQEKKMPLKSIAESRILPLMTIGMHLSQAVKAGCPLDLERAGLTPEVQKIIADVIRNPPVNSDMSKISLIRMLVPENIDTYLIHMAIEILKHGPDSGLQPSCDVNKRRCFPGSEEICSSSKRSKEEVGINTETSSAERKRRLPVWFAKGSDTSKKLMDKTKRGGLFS
#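 Primary qHTS, 1536-well format. 20 nM WRN + compound, 15 min RT; start with 100 nM forked fluorophore/quencher duplex, 2 mM ATP (final); kinetic read ex 525/em 598 nm.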
# HT1080-NT tox = kills 2HG-producing HT-1080-NT fibrosarcoma cells; HT-1080-NT fibrosarcoma viability, CellTiter-Glo ATP luminescence, 48 h; Potency, µM (doses to about 46.1 µM), for the others: at the top dose activity, negative = less viability, most hits filed as cytotoxic; 1.6% of 360,000 active;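 note: NT is the 2HG producing partner of a matched IDH1 knockdown line; potency is the fitted concentration of half-maximal effect; 0% = DMSO-treated cells and -100% = media-only wells without cells; nearly all actives have a fitted effect of over 55% in size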
#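 HT-1080-NT fibrosarcoma cells (2HG-overproducing), 750 cells/well in RPMI with 5% FBS, dosed after 2 h and incubated 48 h at 37C. CellTiter-Glo luminescence normalized to DMSO and no-cell wells; concentration-response curves fitted and classed.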
# HT1080 IDH1KD tx = kills HT-1080 cells with IDH1 knockdown; HT-1080 IDH1 knockdown viability, ATP luminescence, 48 h; Potency, µM (highest dose often 46.1 µM), inactives show at the top dose activity, negative = toxicity, hits mostly cytotoxic; 2% of 360,000 active;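 note: potency is the fitted concentration of half-maximal effect; 0% = DMSO wells and -100% = cell-free medium wells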
#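 After a 2 h attachment period, IDH1KD HT-1080 cells took pin-transferred compound for 48 h at 37 °C; ATP-based luminescence after 10 min room-temperature reagent incubation reported viability.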
# IL-1B inflam inh = inhibitors of inflammasome signaling (IL-1 beta secretion). THP-1 LPS/ATP IL-1B secretion, AlphaLISA, 16 h; hits give low values. activity change, % at 57.5 µM. 4.7% of 360,000 active; in the data active = activity change below about -50%; inconclusive = mostly about -30% to -49%; note: % is set by controls: 0 for no effect and ±100 for the full control effect
#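 THP-1 cells pretreated 1 hr with compounds (up to 57.5 uM final), then stimulated with LPS (250 ng/mL final) plus ATP (1.25 mM final); secreted IL-1B measured by AlphaLISA after 16 hr, decreased signal indicating inhibition.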
# ATXN2 expr inh = reduces ATXN2 reporter expression in HEK-293 cells. HEK-293 ATXN2-luciferase reporter, luminescence, 24 h. Potency, µM (highest dose often 57 µM), for inactives: top-dose activity change, negative = inhibition, usual class: inhibitors. 0.72% of 360,000 active; note: potency is the fitted concentration of half-maximal effect; % is set by controls: 0 for no effect and ±100 for the full control effect; nearly all actives have a fitted effect of over 55% in size
#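 qHTS (up to 57 uM final) was run with 24 h compound exposure of reporter cells at 37 °C. Each well was multiplexed: SteadyGlo luminescence measured ATXN2-luciferase expression after a fluorogenic Gly-Phe-AFC viability readout (25 uM final).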
# MCF10A rerep = induces DNA re-replication in MCF 10a normal breast cells. Potency, µM (highest dose often 46.1 µM), for the others: at the top dose activity, positive = re-replication, actives largely listed as activators. AID 624296. 2.9% of 350,000 active. MCF 10A DNA re-replication, Hoechst nuclear intensity, 48 h; note: potency is the fitted concentration of half-maximal effect; % of control where 0% means no effect; nearly all actives have a fitted effect of over 50% in size
# SW480 rerep = DNA re-replication induction in SW480 cells. 1.8% of 340,000 active. SW480 DNA re-replication, Hoechst DNA content imaging, 48 h. Potency, µM (top dose mostly 46.1 µM), inactives show at the top dose re-replication activation, hits mostly activators; note: potency is the fitted concentration of half-maximal effect; % of control where 0% means no effect; nearly all actives have a fitted effect of over 55% in size
#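 Image-based read-out: total Hoechst fluorescence of nuclei (405 nm excitation, 500-530 nm emission), with hits raising the fraction of high-intensity nuclei. SW480 colon cells incubated 48 hr with compounds at 37 C.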
# KB-3-1 cytotox = KB-3-1 parental cell cytotoxicity | KB-3-1 viability, CellTiter-Glo ATP luminescence, 72 h | Potency, µM (highest dose often 46.1 µM), for the others: at the top dose activity change, negative = cytotoxic, actives largely listed as cytotoxic | 1.4% of 400,000 active | AID 1347075; note: potency is the fitted concentration of half-maximal effect; % is set by controls: 0 for no effect and ±100 for the full control effect; nearly all actives have a fitted effect of over 60% in size
#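 Cytotoxicity in the drug-sensitive parental line KB-3-1 was scored as loss of CellTiter-Glo luminescence following 72 h incubation with compound. Values come from curve fitting of normalized concentration-response data.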
# Numbers without * were called inactive; ? = inconclusive; · = no result given; [ ] = remark or other dose. Unless noted, calls come from the whole dose curve; as a rule, active = well fitted curve in the direction sought with a large enough effect; inconclusive = small, poorly fitted or top-dose-only effect, or another doubt; inactive = no such curve, though single readings can be large; an effect the other way counts as inactive or inconclusive.
# Values in the order – IL-1B inflam inh, KB-V1 cytotox, KB-3-1 cytotox, ATXN2 expr inh, HT1080 IDH1KD tx, MCF10A rerep, HT1080-NT tox, WRN inhibitor, SW480 rerep
> COc1cc2c(cc1OC)C1(Nc3c-2c(C)nn3-c2ccccc2)C(=O)Nc2ccccc21 (centres undefined)
  -18, 3%, 7%, 1%, ?, ?, -19%, -2%, -3%[9.22 µM]
> COc1ccc(CCNC(=O)c2c(O)c3ccccc3n(C)c2=O)cc1
  -16, -1%, ?, -6%, 1%, ?, 20%, 8%, 9%
> Cc1ccccc1NC(=O)C1COc2ccccc2O1 (centres undefined)
  -12, -2%, 5%, 26%, 3%, -9%, 6%, 0%, -15%
> O=C(NCCN1CCNC1=O)C1CCC(=O)N(Cc2ccccc2F)C1 (centres undefined)
  12, 5%, -1%, 0%, 4%, 1%, 6%, 6%, -3%
> Cc1cccc2cc(CN(Cc3cccs3)C(=S)NCC3CCCO3)c(=O)[nH]c12 (centres undefined)
  -12, -3%, -24%, -17%, -17%, ?, -1%, -13%, ?
> CCCn1c(SCC(=O)NCc2ccccc2)n[nH]c1=O
  7, 6%, 13%, 31%, 12%, -3%, 19%, 0%, -1%
> O=C1CCCN1c1ccc(S(=O)(=O)NCc2ccco2)cc1
  -3, ?, -16%, 10%, -2%, 2%, 13%, -15%, 0%
> O=C(c1cc(-c2ccccc2)nc2ccccc12)N1CCN(c2ccccn2)CC1
  4, ?, ?, 18%, -12%, ?, -1%, -11%, 1%
> CC1=C(C(=O)N(C(C)C)C(C)C)CC(CC(=O)NCCc2ccccn2)C(=O)N1Cc1ccccc1 (centres undefined)
  8, 18%, 2%, 10%, 8%, ·, 12%, -1%, ·
> Cc1ccc(NC(=O)N(CCCN2CCOCC2)Cc2cc3cc4c(cc3[nH]c2=O)OCO4)cc1
  -28, -9%, -6%, 6%, -6%, 24%, -8%, -5%, 4%
> Cn1c(CN2CCCC2)nc2cc(NC(=O)c3ccco3)ccc21
  0, -25%, -1%, 15%, 15%, -16%, 4%, -6%, -9%
> CCOC(=O)C1(Cc2ccccc2C)CCCN(C(=O)c2ccc3nccnc3c2)C1 (centres undefined)
  -6, ?, 4%, 7%, 7%, ?, 13%, 3%, 1%
> O=C(O)CNC(=O)/C(=C\c1ccc2c(c1)OCO2)NC(=O)c1ccc(Br)cc1
  -16, -19%, -3%, 5%, 21%, 20%, 17%, -3%, -6%
> O=C(NC1CCCc2ccccc21)c1ccccc1Br (centres undefined)
  4, 0%, -2%, 14%, -13%, -11%, -12%, 100%[activator], 2%
> O=C(COc1ccc(Cl)cc1Br)Nc1ccccc1N1CCCC1
  -3, ?, ?, -6%, -5%, ?, -8%, -9%, 0%
> Cc1ccc(NC(=O)CCN2C(=O)NC(C)(C)C2=O)cc1F
  0, 17%, 17%, 9%, -1%, -15%, 11%, -1%, ?
> Cc1cccn2c(=O)c3cc(C(=O)N4CCN(Cc5ccccc5)CC4)sc3nc12
  13, -21%, 5%, 10%, -1%, ?, -10%, 4%, ?
> COc1ccccc1-c1ccc(SCc2ccc([N+](=O)[O-])cc2)nn1
  ?, ?, -11%, -26%, -27%, -5%, -18%, -9%, 13%
> c1ccc(CCn2c(C3CC3)nc3ccccc32)cc1
  8, 21µM*, -1%, -2%, 3%, ?, ?, -1%, 2%
> NC(=O)c1nn(Cc2ccccc2)c(=O)c2ccccc12
  23, ?, 0%, 1%, -11%, -1%, -5%, ?, -6%
> Cc1ccc(-c2csc(N(C)C(=O)c3c(C)nn(-c4ccccc4)c3Cl)n2)cc1
  21, ?, 4%, -5%, 6%, 5.8µM*, 5%, 7%, -5%
> COC(=O)c1ccccc1NC(=O)CCCn1nc([N+](=O)[O-])cc1C
  30, -1%, 0%, 0%, 6%, 0%, 5%, -6%, 0%
> CCOC(=O)C(NC(=O)c1ccccc1Cl)(Nc1ccc(C(F)(F)F)cc1)C(F)(F)F (centres undefined)
  -8, 14%, -3%, 18%, -18%, -4%, 2%, -1%, -5%
> Cc1ccc(C(=O)OCC(=O)Nc2cc(C(C)(C)C)nn2-c2ccccc2)c(O)c1
  -23, -16%, -9%, -6%, -6%, -3%, -6%, -1%, -58%[inhibitor]
> CN(C)S(=O)(=O)c1cccc(-c2cn3cccnc3n2)c1
  36, 5%, 1%, -11%, 12%, -2%, -4%, -1%[57.1 µM], -2%
> CCc1nnc(NS(=O)(=O)c2ccc(NC(=O)c3cc(Cl)ccc3[N+](=O)[O-])cc2)s1
  25, -16%, 2%, ·, 1%, -4%, 17%, -10%, -3%
> Cc1cccc(N2CC(C(=O)Nc3ccc(S(=O)(=O)N4CCOCC4)cc3)CC2=O)c1C (centres undefined)
  9, 4%, -2%, 10%, 2%, 5%, -2%, 3%, -33%[inhibitor]
> CC(=O)/C(=N/Nc1ccc(Br)cc1)Sc1cccc2cccnc12
  0, -7%, 1%, -10%, -7%, ?, -1%, -11%, 2%
> COc1ccccc1CN(Cc1cc2c(C)ccc(C)c2[nH]c1=O)Cc1nnnn1Cc1ccco1
  -70*, 0%, ?, ?, -8%, ?, -8%, -7%, 13%
> COc1ccc(NC(=O)c2cc(C(=O)Nc3ccc(OC)cc3OC)cc([N+](=O)[O-])c2)c(OC)c1
  15, 8%, 17%, -30%, 2%, 0%, 0%, 3%, 0%
> CC(=O)N1Cc2[nH]c3ccccc3c2CC1C(=O)O (centres undefined)
  7, 0%, 7%, -7%, 1%, ?, -2%, -10%, -6%
> CCOc1ccc(NC(=O)COC(=O)c2ccc3ncsc3c2)cc1OCC
  1, 58%, 8%, 10%, 0%, 8%, 4%, -11%, -3%
> O=C1C(c2ccccc2)SC(=Nc2ccccc2)N1S(=O)(=O)c1ccccc1 (centres undefined)
  0, 15%, -2%, 2%, 2%, -2%, -3%, -10%, -3%
> CC(C)(C)OC(=O)N1CCC(C(=O)Nc2cccc(C(=O)NCCCc3ccccc3)c2)CC1
  102, 0%, 0%, -24%, -23%, -11%, -26%, -2%, 11%
> COc1cccc(NC(=O)CSc2nn3c(=O)c(C)nnc3s2)c1
  29, -43%, ?, 0%, 0%, -4%, 0%, -7%, 2%
> CCOc1ccc(NC(=O)C2CCN(S(=O)(=O)c3ccc4c(c3)NC(=O)C(C)S4)CC2)cc1 (centres undefined)
  22, 2%, -24%, -10%, -24%, 13%, -19%, -13%, -12%
> O=C(COc1ncnc2ccc(Br)cc12)N1CCOCC1
  38, 5%, -1%, 3%, 2%, 4%, 0%, -8%, 2%
> COc1ccc2nc(N/C(N)=N/C(=S)Nc3ccccc3)nc(C)c2c1
  -87*, 9.2µM*, ?, -19%, 0%, 13%, -7%, 8%[57.1 µM], 3%
> Cc1no[n+]([O-])c1COc1ccccc1/C=C1\NC(=S)NC1=O
  -14, 0%, 3%, -6%, -12%, 10%, -21%, -10%, 1%
> COc1ccc(S(=O)(=O)Nc2cccc3c2O[C@H](CN(C)Cc2ccccc2)[C@@H](C)CN([C@H](C)CO)C3=O)cc1
  -5, -2%, -7%, 8%, 1%, 52%, -3%, 6%, ?
> NCCCC[C@H](NC(=O)C1CCNCC1)c1nnc([C@@H](N)Cc2ccc(O)cc2)o1
  12, 11%, 4%, 7%, 7%, -2%, 15%, 2%, -9%
> O=C(NCc1ccco1)c1cc(S(=O)(=O)N2CCCCC2)ccc1Cl
  -3, 22%, 1%, ·, 3%, 0%, 5%, -3%, 5%
> O=C(CSC1=Nc2ccccc2C2CC=NN12)Nc1ccc(F)cc1Cl (centres undefined)
  -2, ?, 12%, -20%, -8%, ?, -6%, -12%, 8%
> COc1ccc(CCNC(=O)C2CC2)cc1OC
  -3, -10%, 1%, -5%, 19%, ?, 7%, -10%, -18%
> CN(Cc1ccco1)C(=O)CN1C(=O)NC(c2ccccc2)(c2ccccc2)C1=O
  -6, -9%, -1%, 4%, -1%, 4%, -2%, -5%, 70%

# Part of the list above, as tab-separated lines:
Compound	IL-1B inflam inh	KB-V1 cytotox	KB-3-1 cytotox	ATXN2 expr inh	HT1080 IDH1KD tx	MCF10A rerep	HT1080-NT tox	WRN inhibitor	SW480 rerep
CCOc1ccc(NC(=O)C2CCN(S(=O)(=O)c3ccc4c(c3)NC(=O)C(C)S4)CC2)cc1 (centres undefined)	22	2%	-24%	-10%	-24%	13%	-19%	-13%	-12%
O=C(COc1ncnc2ccc(Br)cc12)N1CCOCC1	38	5%	-1%	3%	2%	4%	0%	-8%	2%
COc1ccc2nc(N/C(N)=N/C(=S)Nc3ccccc3)nc(C)c2c1	-87*	9.2µM*	?	-19%	0%	13%	-7%	8%[57.1 µM]	3%
Cc1no[n+]([O-])c1COc1ccccc1/C=C1\NC(=S)NC1=O	-14	0%	3%	-6%	-12%	10%	-21%	-10%	1%
COc1ccc(S(=O)(=O)Nc2cccc3c2O[C@H](CN(C)Cc2ccccc2)[C@@H](C)CN([C@H](C)CO)C3=O)cc1	-5	-2%	-7%	8%	1%	52%	-3%	6%	?
NCCCC[C@H](NC(=O)C1CCNCC1)c1nnc([C@@H](N)Cc2ccc(O)cc2)o1	12	11%	4%	7%	7%	-2%	15%	2%	-9%
O=C(NCc1ccco1)c1cc(S(=O)(=O)N2CCCCC2)ccc1Cl	-3	22%	1%	·	3%	0%	5%	-3%	5%
O=C(CSC1=Nc2ccccc2C2CC=NN12)Nc1ccc(F)cc1Cl (centres undefined)	-2	?	12%	-20%	-8%	?	-6%	-12%	8%
COc1ccc(CCNC(=O)C2CC2)cc1OC	-3	-10%	1%	-5%	19%	?	7%	-10%	-18%
CN(Cc1ccco1)C(=O)CN1C(=O)NC(c2ccccc2)(c2ccccc2)C1=O	-6	-9%	-1%	4%	-1%	4%	-2%	-5%	70%
